Compound activity deposited in PubChem BioAssay by several laboratories.
Avidin fluor – compound fluoresces at 488/530 nm on avidin beads | fluorescence (KMESF) at 10 µM | compound fluorescence 488/530 nm, flow cytometry; active compounds read high | AID 1775 | 220,000 compounds, 0.38% hits; in the data active means fluorescence above about 47; further: inactives centre near 10
GSH bead fluor – GSH bead compound fluorescence profile; fluorescence (KMESF) at 10 µM; GSH beads flow cytometry, compound fluorescence 488/530 nm; active compounds read high; 190,000 compounds, 0.25% hits; AID 1776; in the data active means fluorescence above about 89;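 further: glutathione beads carrying GST-tagged Bcl family fusion proteins plus one bare bead set; values are compound well signal with DMSO vehicle wells as background; inactives centre near 16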
Rac1 wt GTP bind – human Rac1 wildtype GTP binding, inhibitors and activators; P63000; GST-Rac1 beads, fluorescent GTP binding, flow cytometry; actives lie on both sides; 0 = cold GTP competed, 100 = untreated; GTP binding activity (% of control), % at 10 µM; 190,000 compounds, 0.27% hits; AID 757;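 active means GTP binding activity at least 20 points away from the 100% control level, either lower or higher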
Cdc42 wt GTP – changes GTP binding to wildtype human Cdc42. P60953. GST-Cdc42 beads, Bodipy-GTP binding, flow cytometry; actives lie on both sides. percent activity (GTP binding), % at 10 µM. 190,000 compounds, 0.2% hits;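 active means percent activity GTP binding at least 20 points away from the 100% baseline, either down as inhibitor or up as activator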;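 further: median bead fluorescence of bound Bodipy-FL-GTP at 100 nM; 0% = excess unlabeled GTP control and 100% = no compound control; below 100% means less GTP binding so inhibitor and above means activator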
Target sequence (P60953 whole entry, looked up): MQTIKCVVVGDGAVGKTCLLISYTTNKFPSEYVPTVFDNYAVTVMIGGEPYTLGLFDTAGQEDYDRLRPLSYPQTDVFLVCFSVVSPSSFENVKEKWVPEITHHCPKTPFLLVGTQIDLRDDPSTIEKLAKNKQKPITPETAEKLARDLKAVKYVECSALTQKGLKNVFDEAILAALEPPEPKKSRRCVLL
HRas wt GTP – modulators of GTP binding to human HRas wildtype | GTP binding activity, % at 10 µM | 190,000 compounds, 0.14% hits | GST-Ras wt beads, Bodipy-FL-GTP binding, flow cytometry; actives lie on both sides | AID 759 | P01112;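 active means GTP binding activity at least 20% away from the 100% baseline, either lowered as inhibitor or raised as activator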;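 further: 0% = unlabeled GTP competition control and 100% = no-compound control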
Target sequence (P01112 whole entry, looked up): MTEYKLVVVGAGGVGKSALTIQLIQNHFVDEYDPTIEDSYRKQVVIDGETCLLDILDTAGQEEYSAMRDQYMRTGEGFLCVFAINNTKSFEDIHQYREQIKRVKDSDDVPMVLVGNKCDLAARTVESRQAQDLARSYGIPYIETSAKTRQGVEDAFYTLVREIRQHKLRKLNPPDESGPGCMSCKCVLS
Rac1 act GTP bind – human Rac1 activated mutant GTP binding change. P63000. GST-Rac1 activated beads, fluorescent GTP binding, flow cytometry; actives lie on both sides; 100% means binding = to untreated wells. percent activity (GTP binding), % at 10 µM. 190,000 compounds, 0.11% hits. AID 764;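 active means GTP binding at least 20 percentage points away from the 100% baseline, in either direction, so actives lie on both sides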
Pf gametocyte – P. falciparum stage V gametocyte viability inhibition; 150,000 compounds, 0.065% hits; inhibition, % at 10.9 µM; P. falciparum stage V gametocytes, ATP luminescence, 24 h;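 active means inhibition above the mean plus 3 SD of compounds within the control limits, set per campaign, cut at about 38% in these data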;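 further: 0% = DMSO wells and 100% = medium only without gametocytes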
Rab2 wt GTP – changes GTP binding to wildtype dog Rab2A, up or down; P61105; GST-Rab2 wt beads, Bodipy-GTP binding, flow cytometry; GTP binding activity, % at 10 µM; 190,000 compounds, 0.19% hits; AID 760;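 active means GTP binding activity at least 20 points away from 100%, either lowered or raised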;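 further: 0% = beads with excess unlabeled GTP and 100% = no-compound control corrected for plate trend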
Mcl1 Bid PPI – Mcl-1/Bid interaction inhibition. Q07820. TR-FRET Mcl-1/Bid-Dy647 peptide binding, 1536-well. inhibition, % at 21.7 µM. 220,000 compounds, 0.97% hits;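 active means compounds that cut the binding signal by more than half at the single screening dose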;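 further: His-tagged Mcl-1 with europium anti-His antibody binding Bid BH3 peptide; 0% = Mcl-1 plus peptide wells and 100% = peptide-only wells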
Target sequence (Q07820 whole entry, looked up): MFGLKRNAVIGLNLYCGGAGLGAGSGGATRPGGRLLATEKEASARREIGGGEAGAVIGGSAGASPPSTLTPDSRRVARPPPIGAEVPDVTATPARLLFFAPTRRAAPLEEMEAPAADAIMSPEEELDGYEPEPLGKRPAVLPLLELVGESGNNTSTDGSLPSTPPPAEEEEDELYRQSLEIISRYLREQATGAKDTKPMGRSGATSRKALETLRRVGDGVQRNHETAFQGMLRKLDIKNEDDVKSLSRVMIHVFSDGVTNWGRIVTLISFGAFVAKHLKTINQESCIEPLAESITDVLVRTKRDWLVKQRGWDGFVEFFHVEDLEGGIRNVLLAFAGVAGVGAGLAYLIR
Mcl1 Noxa PPI – disrupts binding of human Mcl-1 to Noxa peptide; TR-FRET Mcl-1/Noxa peptide binding, 2 h; 220,000 compounds, 1.5% hits; inhibition, % at 21.7 µM; Q07820; AID 1022;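 active means compounds that cut the protein-peptide binding signal by more than 50% relative to plate controls in a single-dose test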;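 further: His-tagged Mcl-1 with rhodamine Noxa BH3 peptide and terbium anti-His antibody; 0% = Mcl-1 plus Noxa peptide wells and 100% = peptide-only wells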
Rab7 wt GTP bind – dog Rab7 wildtype GTP binding, inhibitors and activators; GST-Rab7 beads, fluorescent GTP binding, flow cytometry; actives lie on both sides; untreated = 100%, excess cold GTP = 0%; GTP binding activity (percent of control), % at 10 µM; 190,000 compounds, 0.055% hits;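 active means fluorescent GTP binding to Rab7 beads changed by at least 20 points from the 100% baseline, either direction, mostly lower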;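 further: median green fluorescence of bound Bodipy-FL-GTP per Rab7 bead population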
Starred values were filed as active, the others as inactive; . = no result given.

SMILES | Avidin fluor | GSH bead fluor | Rac1 wt GTP bind | Cdc42 wt GTP | HRas wt GTP | Rac1 act GTP bind | Pf gametocyte | Rab2 wt GTP | Mcl1 Bid PPI | Mcl1 Noxa PPI | Rab7 wt GTP bind
CCOC12NC(=O)CC(=O)N1C(c1ccccc1)=CS2 (stereo not given) | 30 | 21 | 105 | 104 | 98 | 100 | 10 | 100 | -2 | 22 | 97
O=C(Nc1ccccn1)C1(c2ccccc2)CCCC1 | 6 | 11 | 98 | 97 | 98 | 96 | . | 98 | 6 | -4 | 96
CCOc1ccc(CC(=O)NCc2ccc3c(c2)cc(C)n3C)cc1 | 6 | 17 | 92 | 89 | 93 | 90 | . | 93 | -46 | 7 | 99
C=C(C)COc1ccc(-c2nc(N)ncc2Oc2ccccc2OC)c(O)c1 | 19 | 10 | 99 | 98 | 99 | 97 | -27 | 99 | -11 | -90 | 100
O=C(Nc1cccc(C(F)(F)F)c1)c1cccnc1N1CCN(c2ccccc2)CC1 | 7 | 14 | 101 | 102 | 101 | 98 | . | 100 | 29 | 38 | 101
Cc1ccccc1CN1C(=O)C2(OCCCO2)c2ccccc21 | 24 | 8 | 99 | 102 | 100 | 97 | . | 98 | -23 | 8 | 101
N#Cc1c(N)sc2c1CCCCCC2 | 11 | 32 | 111 | 109 | 105 | 100 | -17 | 100 | -43 | 13 | 102
Cc1cc(C)c(NC(=S)N2CCC(N(C)CC3CCCO3)CC2)c(C)c1 (stereo not given) | 9 | 46 | 101 | 101 | 99 | 98 | . | 102 | -28 | 11 | 99
COc1cccc(NC(=O)c2cnsn2)c1 | 9 | 23 | 110 | 101 | 102 | 98 | . | 103 | -24 | -16 | 102
COc1cccc(CN2CCN(Cc3ccc4c(NC(C)=O)cccc4n3)CC2CCO)c1 (stereo not given) | 10 | 9 | 98 | 98 | 98 | 95 | 9 | 97 | -14 | 0 | 98
CC12CCC(C(=O)Nc3cc(Cl)ccc3Cl)(C(Br)C1=O)C2(C)C (stereo not given) | 2 | 7 | 107 | 100 | 98 | 102 | -1 | 98 | -3 | 1 | 96
COCc1n[nH]c(=S)n1-c1ccccc1 | 22 | 10 | 102 | 101 | 102 | 95 | . | 99 | -80 | -2 | 98

Given comma-delimited: entries from further up
smiles,Avidin fluor,GSH bead fluor,Rac1 wt GTP bind,Cdc42 wt GTP,HRas wt GTP,Rac1 act GTP bind,Pf gametocyte,Rab2 wt GTP,Mcl1 Bid PPI,Mcl1 Noxa PPI,Rab7 wt GTP bind
CCOC12NC(=O)CC(=O)N1C(c1ccccc1)=CS2 (stereo not given),30,21,105,104,98,100,10,100,-2,22,97
O=C(Nc1ccccn1)C1(c2ccccc2)CCCC1,6,11,98,97,98,96,.,98,6,-4,96
CCOc1ccc(CC(=O)NCc2ccc3c(c2)cc(C)n3C)cc1,6,17,92,89,93,90,.,93,-46,7,99
C=C(C)COc1ccc(-c2nc(N)ncc2Oc2ccccc2OC)c(O)c1,19,10,99,98,99,97,-27,99,-11,-90,100
O=C(Nc1cccc(C(F)(F)F)c1)c1cccnc1N1CCN(c2ccccc2)CC1,7,14,101,102,101,98,.,100,29,38,101
Cc1ccccc1CN1C(=O)C2(OCCCO2)c2ccccc21,24,8,99,102,100,97,.,98,-23,8,101
N#Cc1c(N)sc2c1CCCCCC2,11,32,111,109,105,100,-17,100,-43,13,102
Cc1cc(C)c(NC(=S)N2CCC(N(C)CC3CCCO3)CC2)c(C)c1 (stereo not given),9,46,101,101,99,98,.,102,-28,11,99
COc1cccc(NC(=O)c2cnsn2)c1,9,23,110,101,102,98,.,103,-24,-16,102
COc1cccc(CN2CCN(Cc3ccc4c(NC(C)=O)cccc4n3)CC2CCO)c1 (stereo not given),10,9,98,98,98,95,9,97,-14,0,98
CC12CCC(C(=O)Nc3cc(Cl)ccc3Cl)(C(Br)C1=O)C2(C)C (stereo not given),2,7,107,100,98,102,-1,98,-3,1,96
COCc1n[nH]c(=S)n1-c1ccccc1,22,10,102,101,102,95,.,99,-80,-2,98

A different layout for two compounds above.
COc1cccc(NC(=O)c2cnsn2)c1
  Avidin fluor: 9
  GSH bead fluor: 23
  Rac1 wt GTP bind: 110
  Cdc42 wt GTP: 101
  HRas wt GTP: 102
  Rac1 act GTP bind: 98
  Pf gametocyte: .
  Rab2 wt GTP: 103
  Mcl1 Bid PPI: -24
  Mcl1 Noxa PPI: -16
  Rab7 wt GTP bind: 102

COc1cccc(CN2CCN(Cc3ccc4c(NC(C)=O)cccc4n3)CC2CCO)c1 (stereo not given)
  Avidin fluor: 10
  GSH bead fluor: 9
  Rac1 wt GTP bind: 98
  Cdc42 wt GTP: 98
  HRas wt GTP: 98
  Rac1 act GTP bind: 95
  Pf gametocyte: 9
  Rab2 wt GTP: 97
  Mcl1 Bid PPI: -14
  Mcl1 Noxa PPI: 0
  Rab7 wt GTP bind: 98

The list continues.
SMILES | Avidin fluor | GSH bead fluor | Rac1 wt GTP bind | Cdc42 wt GTP | HRas wt GTP | Rac1 act GTP bind | Pf gametocyte | Rab2 wt GTP | Mcl1 Bid PPI | Mcl1 Noxa PPI | Rab7 wt GTP bind
CCn1c(=O)c(C(=O)CN2CCN(S(=O)(=O)c3ccc(C)cc3C)CC2)c(N)n(Cc2ccccc2)c1=O | 6 | 11 | 101 | 98 | 98 | 95 | -7 | 99 | -9 | 18 | 100
O=C(NCCCN1CCCC1=O)c1cccc(Oc2ccccc2)c1 | 11 | 15 | 103 | 96 | 98 | 96 | -3 | 100 | -9 | 14 | 99
Cc1cc(S(=O)(=O)n2ccnc2)c(Cl)cc1Cl | 24 | 12 | 94 | 95 | 95 | 92 | 5 | 95 | 1 | 12 | 103
CCOC(=O)COc1cccc2c(=O)n(CC(=O)NCCc3ccc(OC)c(OC)c3)ccc12 | 6 | 14 | 106 | 100 | 103 | 98 | . | 103 | 2 | 12 | 105
CCC(C)NC(=O)CS(=O)Cc1nc(-c2cccc(C)c2)oc1C (stereo not given) | 7 | 13 | 103 | 101 | 98 | 100 | . | 98 | -5 | -6 | 97
CCN(c1ccccc1)c1cc(C)nc2nc(C)nn12 | 25 | 16 | 103 | 103 | 103 | 99 | . | 101 | -2 | -11 | 105
O=C(NCCCc1ccccc1)C1CC(=O)N(c2ccc3c(c2)OCCO3)C1 (stereo not given) | 35 | 26 | 105 | 107 | 101 | 100 | -19 | 98 | -6 | 11 | 102
CCCn1nc(NC(=O)c2ccco2)c2cc3ccccc3nc21 | 10 | 14 | 99 | 101 | 97 | 98 | 6 | 96 | 6 | 7 | 96
Cc1cc(C(=O)Nc2ncc(C)s2)c2ccccc2n1 | 11 | 16 | 92 | 92 | 96 | 93 | -24 | 96 | -27 | 7 | 103
CCCCCc1ccc(OCCCC[n+]2cccc(C)c2)c(CCCCC)c1 | 11 | 10 | 98 | 94 | 94 | 95 | -16 | 96 | 9 | 14 | 89
COc1ccccc1-n1c(C)cc(SC)c(C(C)=O)c1=S | 27 | 16 | 104 | 102 | 100 | 100 | -6 | 99 | -30 | 10 | 98
CCc1nc(SCC(=O)OC(C)C)c2ccccc2n1 | 9 | 10 | 96 | 94 | 96 | 94 | -5 | 97 | -19 | 12 | 104
